Compound activity deposited in PubChem by several laboratories.
MC4R antag cAMP: human MC4R antagonism in cAMP assay. MC4R-expressing cells, MTII-stimulated cAMP, LANCE TR-FRET. inhibition, % at 6.5 µM. 0.48% of 360,000 active. AID 540295;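 active = inhibition above its plate's cutoff, the mean of tested wells on that plate plus 3 SD, cut at about 29% in these data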;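 also: 0% = Melanotan II alone and 100% = Melanotan II plus saturating MCL0020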
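system = U2OS cells with stable human MC4R expression | also added = Melanotan II challenge after compound preincubation | dosing = one concentration, 6.5 µM nominal | incubation = compound 30 min, challenge 1 h, detection 1 h | measured by = TR-FRET with Eu-cAMP and labeled anti-cAMP, 671 nm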
N-glyco inh: N-linked glycosylation inhibition; D54 ERlucT glycosylation luciferase reporter, 24 h; percent of 100 nM tunicamycin response; reporter increase, % at 12.5 µM; 0.23% of 360,000 active;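 active = mean luciferase reporter signal, scaled so untreated is 0 and the glycosylation-blocking control 100, at or above a set limit in every replicate; inconclusive = mean reaches the limit but not every replicate does; inactive = mean below the limit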;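 also: luciferase carries N-glycosylation sites so blocking glycosylation raises the light; 0% = median of neutral control wells and 100% = median of 100 nM tunicamycin wells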
NOD2-RIPK2 inh: blocks binding of human NOD2 to RIPK2 | 0.38% of 360,000 active | CHO BLA complementation NOD2-RIPK2, CCF4 ratio | inhibition, % at 4.98 µM; in the data active = inhibition above about 21%;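 also: 0% = vehicle only and 100% = reference blocker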
Granule exo inh: blocks lytic granule exocytosis; TALL-104 LAMP-1 surface exposure, flow cytometry; cells stimulated with thapsigargin and PMA; inhibition, % at 10 µM; 0.66% of 360,000 active;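 active = inhibition above about 55%, limit read from the data; inconclusive = no clear call, values can overlap the other calls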
aDG glyco act: alpha-DG glycosylation activation | AID 624168 | activation, % at 10 µM | 0.22% of 360,000 active | Pro5-aDG cells, alpha-DG glycosylation AlphaScreen (IIH6); 0% Pro5, 100% B10-LARGE cell signal;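 active = activation of at least 8% versus controls, or a plate z-score of at least 8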;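 also: Pro5 are CHO cells carrying HIG-tagged alpha-DG that lacks glycosylation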
ABHD5-PLIN5 inh: inhibitors of human ABHD5-perilipin-5 interaction; 0.78% of 360,000 active; AID 602281; inhibition, % at 4 µM; Split G. princeps luciferase complementation, luminescence, 4 h; Q00G26+Q8WTS1;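 active = inhibition above the mean inhibition across every tested compound plus 3 SD, cut at about 22% in these data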;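 also: 0% = DMSO only wells and the 100% control is not disclosed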
TLR9-MyD88 inh: blocks human TLR9 binding to MyD88 | inhibition, % at 4.98 µM | 0.21% of 340,000 active | CHO BLA complementation TLR9-MyD88, CCF4 FRET ratio | AID 504734 | Q9NR96+Q99836;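 active = inhibition above the mean over all tested compounds plus 3 SD, cut at about 21% in these data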;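 also: 0% = DMSO only wells and 100% = clavulanate BLA inhibitor control wells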
ABCB6 inh 2: human ABCB6 transporter inhibition. Q9NP58. 0.19% of 360,000 active. fluorescence ratio to DMSO, % at 10 µM. K562-ABCB6 porphyrin accumulation, flow cytometry, 1 h; active compounds read low;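 active = fluorescence ratio to DMSO below 75%, the collection mean minus 3 SD; inconclusive = too few cells collected in the well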;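 also: signal is porphyrin accumulated inside mitochondria; 100% equals median channel fluorescence of DMSO control wells; lower ratio means ABCB6 inhibition with less porphyrin fluorescence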
MC4R ag barr: human MC4R agonism via beta-arrestin; AID 540308; U2OS MC4R beta-arrestin complementation, luminescence; percent of melanotan II response, DMSO zero; activation, % at 8.9 µM; 0.98% of 360,000 active;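 active = activation above a per-plate cutoff, the mean activation of sample wells on that plate plus 3 SD, cut at about 8% in these data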
Vif imaging: HIV Vif inhibition; HEK293T cells, Vif self-association by quenched fluorescence, imaging, 24 h; inhibition, % at 7.49 µM; 0.35% of 340,000 active; AID 602346; in the data active = inhibition above about 50%, passing the limit was not always enough; inconclusive = no clear call, values can overlap the other calls; inactive = below about 31%; also: some results filed as inactive read as strong as hits
An asterisk follows results filed as active; u = inconclusive; x = no result given. This is a subset. The share of hits here may be higher or lower than overall.

Compound	MC4R antag cAMP	ABHD5-PLIN5 inh	aDG glyco act	Granule exo inh	MC4R ag barr	N-glyco inh	TLR9-MyD88 inh	Vif imaging	ABCB6 inh 2	NOD2-RIPK2 inh
COc1cc(/C=C/C(=O)N2CCc3ccccc3C2)cc(OC)c1OC	-13	3	0.2	1	-0.4	4	-10	-6	94	-8
O=C(NCCS(=O)(=O)N1CCN(Cc2ccccc2)CC1)c1ccc(F)cc1	3	-8	0.4	0	-2.4	0	3	-7	116	0
COCCCN(C(C)=O)c1nc(-c2ccccc2)cs1	16	5	0.5	1	1.3	-4	-2	11	101	3
CC(=O)c1cc2c(cc1NC(=O)Cc1ccsc1)OCO2	1	-3	0.4	0	-0.9	4	-8	-3	103	-3
O=C(CCNC(=O)Cn1ccc2ccccc2c1=O)NCCN1CCc2ccccc2C1	-7	3	0.4	-2	0.8	0	1	21	98	-2
Clc1cccc(Nc2nc(N3CCOCC3)nc(N3CCOCC3)n2)c1	14	-10	0.7	-9	2.3	-9	-10	-3	105	6
Cn1c2c(c(=O)n3ncnc13)CCCC2	15	-2	0.0	13	-0.8	2	-1	-3	100	-5
CC(C)C(=O)NCC(c1cccs1)S(=O)(=O)c1ccc(F)cc1 (configuration not stated)	-2	4	6.9*	15	-0.8	0	2	16	11*	-11
N#Cc1ccc(CSc2nnc(Nc3ccccc3)s2)cc1	-2	-7	0.2	0	-0.1	1	2	2	95	-1
CCC(=O)Nc1ccc(-c2nc(-c3ccccc3)n(CC(=O)N3CCCCC3)n2)cc1	3	-4	-0.2	-3	-3.5	-1	-6	x	104	-10

Sorted by number of heavy atoms (largest number first): part of the list above.
Compound	MC4R antag cAMP	ABHD5-PLIN5 inh	aDG glyco act	Granule exo inh	MC4R ag barr	N-glyco inh	TLR9-MyD88 inh	Vif imaging	ABCB6 inh 2	NOD2-RIPK2 inh
CCC(=O)Nc1ccc(-c2nc(-c3ccccc3)n(CC(=O)N3CCCCC3)n2)cc1	3	-4	-0.2	-3	-3.5	-1	-6	x	104	-10
Clc1cccc(Nc2nc(N3CCOCC3)nc(N3CCOCC3)n2)c1	14	-10	0.7	-9	2.3	-9	-10	-3	105	6
CC(=O)c1cc2c(cc1NC(=O)Cc1ccsc1)OCO2	1	-3	0.4	0	-0.9	4	-8	-3	103	-3

Next section
Compound	MC4R antag cAMP	ABHD5-PLIN5 inh	aDG glyco act	Granule exo inh	MC4R ag barr	N-glyco inh	TLR9-MyD88 inh	Vif imaging	ABCB6 inh 2	NOD2-RIPK2 inh
CN1CCN(C(CNS(=O)(=O)c2ccc(F)cc2)c2cccnc2)CC1 (configuration not stated)	-2	1	0.0	1	0.0	-1	-2	45	89	-2
CCN(CC)S(=O)(=O)c1ccc(/C=C/C(=O)OCC(=O)Nc2cccnc2Cl)cc1	2	2	-0.2	-3	-0.4	-2	-7	-8	95	-11
COc1cc(OC)cc(C(=O)NCC(=O)OCC(=O)C(C)(C)C)c1	-2	0	0.1	-1	1.3	1	-7	14	100	-1
COC(=O)c1cc(CN2CCN(c3ccccc3)CC2)ccc1O	5	7	0.0	2	-0.5	0	-6	13	94	13
COc1ccc(N2C(=O)CC(Sc3nc4ccccc4s3)C2=O)cc1OC (configuration not stated)	-1	5	0.6	0	-0.2	1	-7	-8	95	-7
COc1cc(CNc2ccccc2SC)cc(OC)c1OC	1	-6	0.9	-9	0.1	3	8	-9	92	-2
CC(=O)N(Cc1ccccc1)C(CC(=O)NCc1ccccc1)C(=O)O (configuration not stated)	-2	3	-0.2	-12	-0.2	0	8	13	97	5
COc1ccccc1/C=C(/C#N)C(=O)O	0	5	0.0	-4	-0.1	3	-7	-3	94	8
N/C(=N\OC(=O)c1ccccc1Cl)c1ccc(Cl)cc1	3	2	0.1	-7	0.7	-4	-2	x	102	1
O=S(=O)(c1ccc(Cl)c2ccccc12)N1CCCC1	25	8	-0.4	-2	2.6	-2	-1	-4	97	-10

Record cards, as listed above:
Record of `N/C(=N\OC(=O)c1ccccc1Cl)c1ccc(Cl)cc1` = MC4R antag cAMP: 3; ABHD5-PLIN5 inh: 2; aDG glyco act: 0.1; Granule exo inh: -7; MC4R ag barr: 0.7; N-glyco inh: -4; TLR9-MyD88 inh: -2; Vif imaging: x; ABCB6 inh 2: 102; NOD2-RIPK2 inh: 1
Record of `O=S(=O)(c1ccc(Cl)c2ccccc12)N1CCCC1` = MC4R antag cAMP: 25; ABHD5-PLIN5 inh: 8; aDG glyco act: -0.4; Granule exo inh: -2; MC4R ag barr: 2.6; N-glyco inh: -2; TLR9-MyD88 inh: -1; Vif imaging: -4; ABCB6 inh 2: 97; NOD2-RIPK2 inh: -10
Record of `CC(=O)N(Cc1ccccc1)C(CC(=O)NCc1ccccc1)C(=O)O` (configuration not stated) = MC4R antag cAMP: -2; ABHD5-PLIN5 inh: 3; aDG glyco act: -0.2; Granule exo inh: -12; MC4R ag barr: -0.2; N-glyco inh: 0; TLR9-MyD88 inh: 8; Vif imaging: 13; ABCB6 inh 2: 97; NOD2-RIPK2 inh: 5

(list continues)
Compound	MC4R antag cAMP	ABHD5-PLIN5 inh	aDG glyco act	Granule exo inh	MC4R ag barr	N-glyco inh	TLR9-MyD88 inh	Vif imaging	ABCB6 inh 2	NOD2-RIPK2 inh
CCC(=O)N1CCN(c2ccc(NC(=O)COc3cccc(C)c3C)cc2)CC1	3	-3	0.0	-9	-0.6	-2	1	14	101	-9
COc1ccc(CCNc2oc(-c3ccccc3OC)nc2C#N)cc1OC	7	2	0.3	2	-1.5	2	2	x	102	3
CCOC(=O)C1C(=O)NC(N2CCCCC2)=NC1c1ccccc1 (configuration not stated)	6	1	-0.3	1	2.7	2	-6	6	98	-4
Cc1ccc(S(=O)(=O)N2C[C@]3(O)C[C@@H]4C(=O)N(c5ccccc5)C(=O)[C@@H]4C[C@]3(OC(=O)NCc3ccco3)C2)cc1	0	-2	0.1	-6	-0.5	2	-7	6	103	0
O=C(Nc1cc(S(=O)(=O)N2CCCCC2)ccc1N1CCOCC1)c1cc(=O)[nH]c2ccccc12	18	-1	-0.1	2	-0.1	-1	-12	-3	102	-8
O=C(/C=C\Nc1cccc(F)c1)c1ccc2c(c1)OCO2	-4	3	0.6	6	-0.2	-22	2	5	101	8
O=C(NCc1cccs1)c1csc2ccccc12	2	-5	0.0	0	-1.6	3	-7	-8	98	-1
COc1cccc(CC(=O)N[C@@H](CCSC)c2nc3ccccc3[nH]2)c1	0	4	-0.2	0	1.5	1	12	-2	95	0
Nc1nc2ccccc2n1C(=O)c1ccco1	12	4	0.0	0	0.1	-4	-3	7	108	-16
COc1ccc(NC2c3ccccc3C(=O)N2Cc2ccccc2Cl)cc1OC (configuration not stated)	2	1	-0.2	2	0.5	-3	8	-7	97	2

Additional structures follow.
Compound	MC4R antag cAMP	ABHD5-PLIN5 inh	aDG glyco act	Granule exo inh	MC4R ag barr	N-glyco inh	TLR9-MyD88 inh	Vif imaging	ABCB6 inh 2	NOD2-RIPK2 inh
CCC(=O)c1ccc(OCC(=O)OCC(=O)Nc2cccc(S(=O)(=O)N3CCOCC3)c2)cc1	15	-2	-0.4	-1	-1.4	1	4	14	101	-4
CCc1noc(C)c1C(=O)N(C)CC(=O)Nc1ccc(F)c(F)c1F	2	-2	-0.4	2	-5.3	1	-4	x	94	-3
Cc1ccc(C(=O)COC(=O)c2n[nH]c(=O)c3ccccc23)cc1	-2	4	-0.1	-4	-1.4	2	1	x	88	7
CC(C)c1nnc(SCc2ccc(CSc3nnc(C(C)C)n3N)cc2)n1N	-1	10	-0.2	-1	0.6	-1	3	x	98	6
CN(C)CCN(C(=O)c1ccc(S(=O)(=O)N(C)C)cc1)c1nc2cc3c(cc2s1)OCCO3	-3	4	-0.3	-6	-0.9	0	0	-12	102	-13
C[C@@H]1CN([C@@H](C)CO)C(=O)c2cc(N(C)C)ccc2O[C@@H]1CN(C)S(C)(=O)=O	-1	9	0.4	-8	1.5	1	-2	10	95	4
Cc1c(NC(=O)C(CC(=O)O)NCc2ccco2)c(=O)n(-c2ccccc2)n1C (configuration not stated)	13	1	0.2	1	1.6	0	-16	-1	101	-6
CC(C)C[C@H](N)c1nnc(SCC(=O)Nc2ccc(Br)cc2)o1	-1	2	-0.2	0	-0.6	1	12	7	85	-5
CCOC(=O)c1[nH]c2cc3c(cc2c1NC(=O)CN1CCCC1)OCO3	-2	-2	0.1	-1	-0.6	1	-3	-4	104	0
O=C(C1CCCN(c2ncnc3c2nc2n3CCCCC2)C1)N1CCN(c2cccc(Cl)c2)CC1 (configuration not stated)	10	4	-0.2	0	0.3	3	-4	-6	96	2

Remaining list, next part.
Compound	MC4R antag cAMP	ABHD5-PLIN5 inh	aDG glyco act	Granule exo inh	MC4R ag barr	N-glyco inh	TLR9-MyD88 inh	Vif imaging	ABCB6 inh 2	NOD2-RIPK2 inh
COc1ccc(CNC(=O)c2cc3cc(OC)ccc3oc2=O)cc1	-6	12	0.0	-17	-2.0	10	0	-3	106	-1
COC(=O)c1ccc(Cn2c(C)c(C(=O)NCc3ccc([N+](=O)[O-])cc3)sc2=O)o1	-6	-4	0.0	0	1.7	-3	x	8	90	-4
O=C(N/N=C/C=C/c1ccccc1)C1CC1c1ccccc1 (configuration not stated)	5	-2	0.1	-2	1.5	-3	-4	-1	96	-8
CC(=O)c1cc(C#N)c(N2CCN(c3ccccc3)CC2)nc1C	5	-5	0.1	-17	-0.5	-3	-2	-2	93	-9
Cc1ccc(-c2nc3ccc(Cl)cn3c2Cc2cccc(F)c2)cc1	x	-4	-0.1	-2	x	-2	x	x	95	-3
Cc1c(NS(=O)(=O)c2ccc(Cl)c(C(=O)OC(C)C(=O)N3CCOCC3)c2)c(=O)n(-c2ccccc2)n1C (configuration not stated)	20	-2	0.5	-3	-0.2	0	-4	-27	96	6
CN(Cc1ccon1)Cc1cn(C)nc1-c1cccc(Cl)c1	19	-2	0.3	-3	1.5	3	2	6	102	-2
Cc1onc(C(=O)Nc2cccc(C(F)(F)F)c2)c1[N+](=O)[O-]	-4	-3	0.1	1	-2.1	u	3	1	88	-7
COc1ccc(NC(=S)N(CCCN2CCOCC2)C(C)c2cc3cccc(OC)c3o2)cc1 (configuration not stated)	8	4	-0.1	-3	-0.6	3	-6	2	98	-15
Cc1ccsc1C(=O)OCc1csc(-c2ccccc2)n1	4	-2	0.0	-1	-3.0	-12	2	4	101	-5
CCCN1C[C@@H](C)[C@@H](OC)CN(C)C(=O)c2ccc(NC(=O)c3cccc(F)c3)cc2OC[C@H]1C	x	-16	-0.4	-5	x	x	x	x	x	0
O=C(/C=C\Nc1ccccc1Br)c1ccc2c(c1)OCO2	-11	-5	0.2	-3	-0.7	-15	2	6	97	5
C/C(=N\NC(=O)c1cc(C)nc2ccc(C)cc12)c1ccncc1	8	0	-0.2	1	-2.8	2	-7	-12	96	12
